Pol kappa inh – inhibitors of human DNA polymerase kappa | purified Pol kappa, fluorescent DNA synthesis assay, 10 min | Potency, µM (doses to about 107 µM), for inactives: at the highest dose activity, negative = inhibition, most hits filed as inhibitors | 400,000 tested, 0.53% active | Q9UBT6; note: potency is the fitted concentration of half-maximal effect; % is set by controls: 0 for no effect and ±100 for the full control effect
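Pol kappa 10 nM + cpd, 15 min RT; start w/ substrate 50 nM final; fluorescence kinetic read, 0 and 10 min. Neg ctrl: buffer, no enzyme.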
Anesthetic bind – candidate novel general anesthetic via apoferritin binding; P02791; apoferritin/1-aminoanthracene competitive binding, fluorescence; Potency, µM (top dose mostly 77.5 µM), without a hit: top-dose activity change, negative = displacement, actives largely listed as inhibitors; 350,000 tested, 0.074% active; note: potency is the fitted concentration of half-maximal effect; % is set by controls: 0 for no effect and ±100 for the full control effect; nearly all actives have a fitted effect of over 20% in size
Target sequence (P02791 2-175 limits assumed): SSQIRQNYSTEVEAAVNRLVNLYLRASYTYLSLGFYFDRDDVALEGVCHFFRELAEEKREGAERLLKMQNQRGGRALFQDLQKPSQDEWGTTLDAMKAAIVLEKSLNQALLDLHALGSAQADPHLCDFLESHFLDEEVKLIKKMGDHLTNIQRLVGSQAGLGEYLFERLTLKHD
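Horse-spleen apoferritin (10 uM) in 50% saturated 1-aminoanthracene in PBS was incubated 10 min at room temperature with compound. Fluorescence (ex 380, em 535 nm) was normalized to free and bound 1-AMA, with concentration-response fitted by a four-parameter Hill equation.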
LDHA block – LDHA (human) enzyme inhibition; 480,000 tested, 0.15% active; P00338; purified LDHA, NADH/diaphorase-resazurin fluorescence; active compounds read low; AID 1347041; activity change, % (values are at about 110 or 230 µM); in the data active = activity change below about -30%; inconclusive = mostly about -25% to -30%;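 note: plate controls were DMSO wells for no effect and wells without enzyme for full effect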
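LDH5 2 nM; NADH 0.06 mM, pyruvate 0.2 mM; 200 mM Tris pH 7.4, EDTA, Tween-20; 5 min RT. Detection: diaphorase 0.133 mg/mL + resazurin 37 µM, fluorescence ex540/em590 at 0 and 20 min; normalized to enzyme-free and DMSO wells.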
Pol beta inh – DNA polymerase beta (human) inhibition; P06746; Pol beta primer extension/strand displacement, fluorescence kinetic; Potency, µM (top dose mostly 114 µM), inactives show at the highest dose activity change, negative = inhibition, hits mostly inhibitors; 340,000 tested, 1.3% active; note: potency is the fitted concentration of half-maximal effect; % is set by controls: 0 for no effect and ±100 for the full control effect
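Enzyme-only controls used 10 nM Pol beta; buffer lacking enzyme served as negative control. Compound preincubated 15 min, then 50 nM substrate added; 0 and 10 min reads at room temperature.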
POLH inh – inhibitors of human DNA polymerase eta. Q9Y253. AID 588591. recombinant Pol eta, fluorescent DNA replication assay. Potency, µM (highest dose often 114 µM), for inactives: at the top dose activity change, negative = inhibition, most hits filed as inhibitors. 390,000 tested, 1.2% active; note: potency is the fitted concentration of half-maximal effect; % is set by controls: 0 for no effect and ±100 for the full control effect
Target sequence (Q9Y253 whole entry, looked up): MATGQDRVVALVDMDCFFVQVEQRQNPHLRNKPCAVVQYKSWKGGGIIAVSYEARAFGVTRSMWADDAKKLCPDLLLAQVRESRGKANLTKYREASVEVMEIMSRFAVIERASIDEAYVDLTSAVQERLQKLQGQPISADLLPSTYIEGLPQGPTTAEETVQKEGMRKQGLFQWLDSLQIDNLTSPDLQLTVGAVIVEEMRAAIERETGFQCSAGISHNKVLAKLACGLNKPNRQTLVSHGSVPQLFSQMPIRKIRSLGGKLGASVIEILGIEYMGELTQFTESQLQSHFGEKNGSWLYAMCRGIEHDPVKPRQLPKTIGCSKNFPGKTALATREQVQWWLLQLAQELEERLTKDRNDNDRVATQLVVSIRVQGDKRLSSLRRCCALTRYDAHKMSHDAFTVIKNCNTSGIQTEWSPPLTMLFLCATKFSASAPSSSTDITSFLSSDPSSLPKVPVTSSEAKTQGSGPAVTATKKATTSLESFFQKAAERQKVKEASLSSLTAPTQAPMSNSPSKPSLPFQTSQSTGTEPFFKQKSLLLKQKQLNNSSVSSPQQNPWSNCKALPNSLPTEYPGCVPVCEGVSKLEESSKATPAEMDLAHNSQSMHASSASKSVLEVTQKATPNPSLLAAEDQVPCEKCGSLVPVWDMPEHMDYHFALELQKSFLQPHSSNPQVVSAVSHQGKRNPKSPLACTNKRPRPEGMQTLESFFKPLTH
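Pol eta at 10 nM preincubated with compounds 15 min at room temperature; reaction started with fluorescent substrate (50 nM final) and read kinetically at 0 and 10 min.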
APE1 inh – APE1 (human) endonuclease inhibition. Potency, µM (doses to about 65.8 µM), for inactives: top-dose activity change, negative = inhibition, usual class: inhibitors. P27695. 350,000 tested, 0.35% active. recombinant APE1, TAMRA/BHQ-2 abasic DNA cleavage fluorescence;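 note: potency is the fitted concentration of half-maximal effect; plate controls were vehicle for no effect and reference inhibitor for full effect; nearly all actives have a fitted effect of over 55% in size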
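Incision of a quenched TAMRA/BHQ-2 THF abasic-site duplex (50 nM) by 0.75 nM APE1, after 15 min compound preincubation, measured as fluorescence increase over three 60 s reads. Values normalized to buffer, DMSO and NSC13755 control wells.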
ALOX12 inh – ALOX12 (human) lipoxygenase inhibition; 580,000 tested, 1.1% active; Potency, µM (doses to about 108 µM), for the others: top-dose activity change, negative = inhibition, actives largely listed as inhibitors; P18054; purified 12hLO, xylenol orange hydroperoxide absorbance; AID 1671190; note: potency is the fitted concentration of half-maximal effect; % is set by controls: 0 for no effect and ±100 for the full control effect
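Hydroperoxide product was detected by ferrous iron/xylenol orange as the 573 to 405 nm absorbance ratio. Arachidonic acid at 40 uM (final) was turned over for 30 min at room temperature by 150 nM human 12hLO, pH 7.0 Hepes buffer, after 15 min compound preincubation.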
RGS4 inhibitor – human RGS4 inhibition. P49798. Potency, µM (top dose mostly 114 µM), without a hit: top-dose activity change, negative = inhibition, hits mostly inhibitors. Transcreener GDP fluorescence polarization, RGS4-accelerated GTP hydrolysis. 390,000 tested, 0.039% active. AID 504845; note: potency is the fitted concentration of half-maximal effect; % is set by controls: 0 for no effect and ±100 for the full control effect; nearly all actives have a fitted effect of over 75% in size; some results filed as inactive show a strong effect at the top dose
Target sequence (P49798 whole entry, looked up): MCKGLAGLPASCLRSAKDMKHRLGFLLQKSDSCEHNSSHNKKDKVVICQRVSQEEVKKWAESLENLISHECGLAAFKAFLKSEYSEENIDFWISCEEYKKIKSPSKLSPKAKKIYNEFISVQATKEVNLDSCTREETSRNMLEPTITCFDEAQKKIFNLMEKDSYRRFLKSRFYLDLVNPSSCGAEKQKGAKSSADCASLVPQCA
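MLSMR compounds (23 nl, pin-transferred) preincubated 10 min at room temperature with a 500nM (2x) first reagent, then RGS4 at 900nM (2x) plus Transcreener GDP mix added; fluorescence polarization (620/688 nm) read before and after 90 min at 30 °C.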
ERG Ets-DNA blk – inhibitors of human ERG Ets domain-DNA interaction. P11308. fluorescence polarization, His-ERG Ets domain / labelled DNA. Potency, µM (highest dose often 76.9 µM), without a hit: at the highest dose FP activity, negative = inhibition, hits mostly inhibitors. 370,000 tested, 0.028% active; active = well fitted inhibition curve with a large enough effect in the polarisation, with a control signal flat; inconclusive = small, poorly fitted or top-dose-only effect, or effect the other way, or a change in a side signal; inactive = no such curve, though single readings can be large or run the other way; the % refers to the polarisation;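 note: polarization taken with two DNA probes labelled with fluorescein and Texas red; potency is the fitted concentration of half-maximal effect; % of control where 0% means no effect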
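His-tagged ERG Ets domain (1 uM in the protein solution; 300mM KCl, 50mM Tris-HCl, 1mM EDTA, 1mM DTT, pH 7.5) received compound, then a probe mix of 5 nM fluorescein-DNA and 100nM Texas-615-DNA. Fluorescence polarization was read for both dyes.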
An asterisk follows results filed as active; u = inconclusive; x = not tested or not shown; & = joins results of further samples; [ ] = remark or other dose. Unless noted, calls come from the whole dose curve; as a rule, active = well fitted curve in the direction sought with a large enough effect; inconclusive = small, poorly fitted or top-dose-only effect, or another doubt; inactive = no such curve, though single readings can be large; an effect the other way counts as inactive or inconclusive.

SMILES	Pol kappa inh	Anesthetic bind	LDHA block	Pol beta inh	POLH inh	APE1 inh	ALOX12 inh	RGS4 inhibitor	ERG Ets-DNA blk
CC(C(=O)N1CCCc2ccccc21)N1CCN(S(=O)(=O)c2ccccc2F)CC1 (centres undefined)	2%	-9%	-6	-17%	-16%	-3%	u	1%[11.4 µM]	-1%
O=C(Nc1ccc2c(c1)OCO2)c1cccc(Cl)c1	-2%	-5%	-7	-16%	-13%	-3%	-7%	-14%	1%
Cc1c(C(=O)c2ccc([N+](=O)[O-])cc2)c(=O)n(C)c(=O)n1C	-3%	-10%	4	8%	-10%	14%	5%	16%	-2%
Cc1cc(-c2nnc(CCC(=O)N(C)C(C)c3cccs3)o2)no1 (centres undefined)	-17%	0%	-1	19%	-19%	1%	-16%	-6%	-2%
Clc1ccc(-n2nnnc2-c2ccccc2)cc1Cl	-5%	-19%	-8	8%	-13%	-1%	17%	-27%	6%
c1coc(CN(Cc2cccs2)Cc2nnnn2C2CCCCC2)c1	0%	-15%	1	-2%	-13%	-1%	425%[activator]	-7%	6%
Cn1cnnc1SCC(=O)Nc1ccc(N2CCOCC2)cc1	12%	-3%	5	18%	-5%	1%	82%[activator]	11%	6%
O=C(NCc1cccc(Cl)c1)C(=O)Nc1ccc2nc3n(c(=O)c2c1)CCCCC3	-3%	u	1	u	-13%	x	u	-18%	4%
CCOC(=O)c1c(C)[nH]c(C(=O)CSc2nnnn2-c2ccccc2)c1C	-12%	-8%	1	16%	-1%	11%	2%	0%	-12%
CCN(CC)c1ccc2c(O)cc(=O)oc2c1	-19%	36%[activator]	0	6%	-14%	14%	-15%	-10%	7%
CCN(CC)S(=O)(=O)c1ccc2c(c1)N(CC(=O)NCCCN1CC(C)CC(C)C1)C(=O)CO2 (centres undefined)	16%	-4%	-2	11%	-10%	26%	9%	-12%	-8%
COc1ccc(OCC(=O)Nc2ccc(N3CCN(C(=O)c4ccco4)CC3)cc2)cc1	-4%	-13%	-6	-1%	-9%	2%	19%	-8%	1%
CCC(c1ccccc1)c1nc(-c2cccnc2)no1 (centres undefined)	-6%	6%	-8	41%	-4%	19%	-7%	8%	-3%
O=C(CCS(=O)(=O)c1ccc(Br)cc1)Nc1ccc(Br)cc1F	-23%	-3%	-8	-24%	u	-10%	3%	1%	-11%
N#C/C(=C\C=C\c1ccccc1[N+](=O)[O-])C(=O)NC1CCCCC1	0%	u	-3	2%	-18%	0%	x	-14%	-5%
Cc1ccc(S(=O)(=O)N(C)C)cc1NC(=O)C(C)OC(=O)C1CCC1 (centres undefined)	14%	x	0	x	-14%	-14%	312%[activator]	2%	-6%
Cc1cccc(C(=O)NC(C(=O)Nc2ccccc2N2CCOCC2)C(C)C)c1 (centres undefined)	1%	-5%	-11	0%	-14%	0%	-2%	53%	-4%
COc1cnc(SC(C)C)[nH]c1=O	0%	-4%	0	13%	-12%	0%	-31%	12%	-19%
CC(C)C(=O)NNC(=O)c1ccccn1	-5%	-10%	6	34%	-8%	-7%	13%	-3%	x
CC1(C)c2ccccc2C(=O)c2ccccc21	-24%	x	-8	x	-20%	x	0%	21%	-4%
COc1cc(/C=C/C(=O)OCC(=O)NC(=O)NC(C)C)cc(OC)c1OC	-8%	-18%	-5	-20%	10%	1%	2%	23%	12%
COC(=O)C1=C(N)OC2=C(C(=O)CC(C)(C)C2)C1c1cccnc1 (centres undefined)	2%	-17%	-4	6%	-3%	2%	-6%	5%[11.4 µM]	0%
Cc1ccc(NC(=O)c2c(NC(=O)CCC(=O)O)sc3c2CCCCC3)cc1	u	-12%	-10	u	-3%	-4%	20µM*	u	18%
CCNC(=S)Nc1cccc(S(=O)(=O)Nc2ccccc2OC)c1	-11%	-1%	-11	1%	-8%	-1%	-1%	1%	4%
O=C(CNC(=O)c1sc2ccccc2c1Cl)NCc1ccc(F)cc1	-13%	x	-4	x	2%	-14%	1%	1%	-1%
COc1ccc2nc(C)cc(Nc3ccc(Cl)c(Cl)c3)c2c1	-2%	48%[activator]	-9	1%	-14%	x	u	u	-2%
Cc1ccccc1OCCSc1nc(C)c(Cc2ccccc2)c(=O)[nH]1	-23%	3%	-8	10%	x	x	0%	26%	10%
O=C(NC1CCSc2ccccc21)c1cccc(Cl)c1 (centres undefined)	-8%	-10%	-18	u	-2%	-5%	31%[activator]	14%	1%
Cc1ccccc1OCC(=O)Nc1ccc2nc(SCCOc3ccccc3)sc2c1	0%	35%[activator]	-1	0%	-14%	x	-16%	-27%	-3%
CCn1c(SCC(=O)Nc2nc(C)cs2)nnc1-c1ccoc1C	-4%	u	2	16%	9%	1%	0%	-14%	-15%
COc1ccc(C(=O)NCc2nnc(SCC(=O)NC3CCCC3)o2)cc1	0%	-6%	-1	24%	-24%	41%[activator]	-25%	-6%	7%
CCN(C(=O)CSc1cccc[n+]1[O-])C1CCCCC1	-7%	x	-18	x	-20%	4%	24%	-10%	0%
CCOc1ccc(-c2cnc3ccccc3n2)cc1	17%	-3%	0	4%	-7%	-2%	0%	-12%	-7%
CC1CN(C(=O)c2cc3ccccc3cc2O)CC(C)O1 (centres undefined)	-14%	x	4	x	-21%	-7%	-12%	-2%	0%
Cc1cccc(Cn2c(SCc3ccc(C(=O)NCCc4ccccc4)cc3)nc3ccncc32)c1	-9%	42%[activator]	-1	0%	-3%	x	-4%	-2%	1%
NC(=O)C1CCN(C(=O)OCc2ccccc2)CC1	3%	-8%	-5	37%	-2%	-3%	457%[activator]	-8%	-8%
COc1cc(OC)c(S(=O)(=O)NC(C)C)cc1C(=O)O	5%	3%	-3	12%	-16%	6%	-3%	20%	6%
O=C(CCCCCNC(=O)c1ccccc1)N/N=C/c1ccccc1	4%	-4%	-6	8%	-21%	2%	2%	6%	-2%
COc1ccc(/C=C/c2c(-c3ccc(OC)cc3)oc3cccnc23)cc1	10%	-4%	6	41%	-8%	-17%	-21%	-18%	0%
O=C(c1ccc([N+](=O)[O-])cc1)N1CCN(C2=NS(=O)(=O)c3ccccc32)CC1	-1%	3%	2	30%	-14%	19%	10%	-14%	0%
CCn1cc(CNC(=O)c2cc(-c3ccc(C)cc3)nc3ccc(Br)cc23)c(C)n1	-12%	-14%	-5	u	u	x	-23%	-36%	2%
Cc1ccc(-n2ncc3c(SCC(=O)Nc4cc(C)on4)ncnc32)c(C)c1	-18%	-7%	-4	u	-4%	-5%	4%	14%	14%
Cc1ccc(NS(=O)(=O)c2cccc(C(=O)n3ncc(C#N)c3N)c2)c(C)c1	-8%	-18%	-1	18%	-8%	1%	6%	0%[11.4 µM]	3%
CCCCn1c(-c2ccc(C(C)(C)C)cc2)nc2cc3[nH]c(=O)c(C(C)C)nc3cc21	-11%	u	7	10%	-1%	-19%	-5%	-2%	1%
O=C(Cn1cc(COc2c(F)c(F)c(Br)c(F)c2F)nn1)c1ccc(O)cc1	7%	x	-1	x	-9%	x	-19%	3%	-13%
COc1ccc(-c2nc(CN3CCC(C(=O)N4CCc5ccccc54)CC3)c(C)o2)cc1OC	-18%	-8%	-9	14%	-12%	-4%	1%	13%	6%
CN1C(=O)C(O)(CC(=O)c2ccncc2)c2ccccc21 (centres undefined)	-10%	-6%	2	26%	2%	0%	-27%[57.4 µM]	10%	1%
CCSc1nc(-c2ccccc2)cc(=O)[nH]1	2%	x	-12	x	-10%	14%	-9%	2%	-3%
Cc1cc(NC(=O)CSc2nc(=O)n(CCCN(C)C)c3c2CCCC3)no1	-8%	x	-1	x	-10%	10%	18%	7%	-8%
COc1ccc(C2CC(c3ccccc3)=NN2C(=O)COC(=O)c2cnc(Cl)c(Cl)c2)cc1 (centres undefined)	-10%	-11%	-5	8%	-10%	1%	-15%	-15%	3%
O=C(N/N=C/c1ccc(Br)s1)c1ccco1	7%	5%	0	18%	-6%	-4%	69%[activator]	6%	-2%
CCc1nnc2c(N3CCN(c4cc(Cl)ccc4C)CC3)nc3ccccc3n12	-11%	-5%	-3	1%	-8%	x	-24%	-2%	2%
Fc1ccc(Cn2cc(C(=S)N3CCOCC3)c3ccccc32)cc1	-9%	-5%	0	16%	-8%	2%	u	3%	13%
O=C1CS(=O)(=O)C2(C(=O)N(Cc3ccc(F)cc3)c3ccccc32)N1c1cccc(C(F)(F)F)c1 (centres undefined)	-2%	u	0	-2%	-19%	x	-22%	-4%	1%
COc1ccc(-c2c(NC(=O)c3ccco3)oc3ccc(Cl)cc3c2=O)cc1	10%	-19%	2&4	9%	-8%	64%[activator]	-4%&-20%	13%[11.4 µM]	-12%

Record cards (already shown). Order of values: Pol kappa inh | Anesthetic bind | LDHA block | Pol beta inh | POLH inh | APE1 inh | ALOX12 inh | RGS4 inhibitor | ERG Ets-DNA blk
Cc1cc(NC(=O)CSc2nc(=O)n(CCCN(C)C)c3c2CCCC3)no1 is entered as -8% | x | -1 | x | -10% | 10% | 18% | 7% | -8%
CN1C(=O)C(O)(CC(=O)c2ccncc2)c2ccccc21 (centres undefined) is entered as -10% | -6% | 2 | 26% | 2% | 0% | -27%[57.4 µM] | 10% | 1%
COc1ccc(-c2c(NC(=O)c3ccco3)oc3ccc(Cl)cc3c2=O)cc1 is entered as 10% | -19% | 2&4 | 9% | -8% | 64%[activator] | -4%&-20% | 13%[11.4 µM] | -12%

High-throughput results as filed in PubChem.

Only part of the results is shown; count on the stated rates, not on these rows.
